Compound activity: PubChem BioAssay, National Center for Advancing Translational Sciences (NCATS)
FLuc counter = qHTS profiling assay for firefly luciferase inhibitor/activator using purifed enzyme and Km concentrations of substrates (counterscreen for miR-21 project); Luciferin 4-monooxygenase (Photinus pyralis), P08659; purified FLuc, Km substrates, luminescence inhibition; Potency, µM (doses to about 57.5 µM), for the others: at the top dose activity change, negative = inhibition, usual class: inhibitors; 360,000 tested, 6.9% active;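 note: plate controls were vehicle for no effect and reference inhibitor for full effect; nearly all actives have a fitted effect of over 55% in size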
Target sequence (P08659 whole entry, looked up): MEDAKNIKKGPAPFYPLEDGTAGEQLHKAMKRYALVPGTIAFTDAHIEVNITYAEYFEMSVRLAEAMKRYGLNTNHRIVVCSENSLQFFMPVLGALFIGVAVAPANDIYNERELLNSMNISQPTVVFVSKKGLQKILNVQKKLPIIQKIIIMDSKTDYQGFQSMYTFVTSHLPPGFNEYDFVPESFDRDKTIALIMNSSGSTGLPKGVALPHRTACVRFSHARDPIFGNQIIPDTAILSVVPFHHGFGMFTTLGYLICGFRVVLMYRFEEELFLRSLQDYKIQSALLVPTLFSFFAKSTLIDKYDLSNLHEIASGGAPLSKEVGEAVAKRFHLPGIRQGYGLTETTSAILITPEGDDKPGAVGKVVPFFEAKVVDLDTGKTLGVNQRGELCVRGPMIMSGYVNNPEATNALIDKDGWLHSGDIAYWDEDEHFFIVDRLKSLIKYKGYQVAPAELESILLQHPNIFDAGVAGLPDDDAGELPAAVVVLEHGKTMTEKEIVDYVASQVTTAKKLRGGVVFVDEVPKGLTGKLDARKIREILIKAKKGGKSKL
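Biochemical qHTS of compounds, final roughly 60 µM downward over six points, against 10 nM purified firefly luciferase using Km concentrations of substrates (10 uM D-luciferin, 10 uM ATP) in Tris acetate pH 7.5 buffer; luminescence output.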
BRCA1 expr up = qHTS Assay to Identify Small Molecule Activators of BRCA1 Expression | MCF7-BRCA1-FFLuc reporter, luminescence, 48 h; response scale: scaled: vehicle 0%, 10 µM genistein 100% | Potency, µM (titrated, usually from 46.1 µM), for inactives: at the highest dose activation, hits mostly activators | 380,000 tested, 1.1% active; note: nearly all actives have a fitted effect of over 80% in size; some results filed as inactive show a strong effect at the top dose
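MCF7-BRCA1-FFLuc, 2000 cells/well; 2 h attach, 37 °C/5% CO2; compound 48 h; luciferase substrate 15 min; luminescence end-point. Norm. to genistein 10 microM max activation and DMSO; concentration-response curves fitted.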
* = called active by the depositor; u = inconclusive. Calls come from the whole dose curve; as a rule, active = well fitted curve in the direction sought with a large enough effect; inconclusive = small, poorly fitted or top-dose-only effect, or another doubt; inactive = no such curve, though single readings can be large; an effect the other way counts as inactive or inconclusive. Potency is the fitted concentration of half-maximal effect. These rows are one share of the data; rates above refer to the full screens.

Start of the listing, in advance:
Structure | FLuc counter | BRCA1 expr up
Cc1ccc(NC(=O)c2c(C)oc3ncnc(N4CCCCC4)c23)cc1Cl | 6% | 17%
Cc1ccc(Cl)cc1N1CCN(C(=O)c2cc(S(=O)(=O)N3CCCCC3)cn2C)CC1 | 3% | 5%
CCOc1ccc(CNC(=O)CCc2c(C)nn(-c3ccc(N4CCOCC4)nn3)c2C)cc1 | 2% | 0%
COc1cccc(NC(=O)CC(=O)Nc2ccc3nc4n(c(=O)c3c2)CCCCC4)c1 | -18% | 0%
O=C(Nc1ccc(F)c(Cl)c1)C1CCCN(S(=O)(=O)c2cccc3nsnc23)C1 (stereo unspecified) | -10% | 0%
Cc1cccc(N2CCN(C(=O)CCS(=O)(=O)c3ccc4c(c3)CC(=O)N4C)CC2C)c1 (stereo unspecified) | 4% | 12%

All compounds of this part, from the first entry:
Structure | FLuc counter | BRCA1 expr up
Cc1ccc(NC(=O)c2c(C)oc3ncnc(N4CCCCC4)c23)cc1Cl | 6% | 17%
Cc1ccc(Cl)cc1N1CCN(C(=O)c2cc(S(=O)(=O)N3CCCCC3)cn2C)CC1 | 3% | 5%
CCOc1ccc(CNC(=O)CCc2c(C)nn(-c3ccc(N4CCOCC4)nn3)c2C)cc1 | 2% | 0%
COc1cccc(NC(=O)CC(=O)Nc2ccc3nc4n(c(=O)c3c2)CCCCC4)c1 | -18% | 0%
O=C(Nc1ccc(F)c(Cl)c1)C1CCCN(S(=O)(=O)c2cccc3nsnc23)C1 (stereo unspecified) | -10% | 0%
Cc1cccc(N2CCN(C(=O)CCS(=O)(=O)c3ccc4c(c3)CC(=O)N4C)CC2C)c1 (stereo unspecified) | 4% | 12%
CSc1ccc(CCNC(=O)c2ccc3c(Cl)c4c(nc3c2)CCCC4)cc1 | -8% | 5%
COC(=O)c1ccc(C(=O)OC)c(NC(=O)c2c(-c3ccccc3)noc2C)c1 | -6% | 2%
CN(C)C=NC(=O)c1cc2c(n(-c3ccccc3)c1=O)CC(C)(C)CC2=O | -5% | 5%
Cc1cccc(COc2ccc(-c3cc(C(F)(F)F)n4nc(C)cc4n3)cc2)c1 | -8% | 30%
Cc1cc(NS(=O)(=O)c2cn(C)c(C)n2)ccc1Br | 7% | -12%
CCOc1ccc(OCC)c(NS(=O)(=O)c2cc(Br)cc3c2N(C(C)=O)C(C)C3)c1 (stereo unspecified) | -10% | -22%
Cc1ccc(Cc2nc3ccccc3nc2SCC(=O)NCc2ccc(F)cc2)cc1 | 2% | 4%
COc1ccc(-n2c(=O)c3c(c4cc(OC)ccc4n3C)n(CC(=O)N3CCCC3)c2=O)cc1 | -6% | 0%
O=C(NCCn1cc(SCc2ccccc2)c2ccccc21)c1cccs1 | -12% | -37%
CCCN1CCN(CCCNC(=O)c2cc3c(=O)n(CC)c4ccccc4c3s2)CC1 | -9% | -64%
COc1cc2c(cc1OC)C(COc1cccc(C(F)(F)F)c1)N(C(=O)c1ccc(S(=O)(=O)N3CCCC3)cc1)CC2 (stereo unspecified) | 0% | -17%
COc1ccc(-c2noc(-c3ccc(N4CCN(c5ccc(OC)cc5)CC4)c([N+](=O)[O-])c3)n2)cc1 | -10% | 3%
CCCN1CCN(CCCNC(=O)c2c(C)nn(-c3ccc(F)cc3)c2-n2cccc2)CC1 | 0% | -7%
CCOc1ccc(CCNC(=O)CCc2c(C)nc3c(c(C)nn3-c3ccccc3)c2C)cc1OCC | 3% | -7%
Cc1cccc(N2CCN(C(=O)CCNS(=O)(=O)c3ccc4c(c3)CCN4C(=O)C3CC3)CC2)c1C | -11% | -33%
Cc1nn(-c2ccccc2)c2c1N(CCCC(=O)NCc1ccc(N(C)C)cc1)C(=O)CS2 | -3% | 0%
Cc1ccc(Cn2c(=O)c3cccnc3n(Cc3ccc(C)cc3)c2=O)cc1 | -10% | 1%
COc1ccc(CNC(=O)c2cc3cccc(OC)c3oc2=O)cc1 | 1% | 2%
Cc1cccc(NC(=O)Cn2c(=O)n(CCc3ccccc3)c(=O)c3ccccc32)c1 | -2% | -10%

Overlap with the part before: 3 compounds, then new ones.
Structure | FLuc counter | BRCA1 expr up
Cc1ccc(Cn2c(=O)c3cccnc3n(Cc3ccc(C)cc3)c2=O)cc1 | -10% | 1%
COc1ccc(CNC(=O)c2cc3cccc(OC)c3oc2=O)cc1 | 1% | 2%
Cc1cccc(NC(=O)Cn2c(=O)n(CCc3ccccc3)c(=O)c3ccccc32)c1 | -2% | -10%
CCn1c(=O)c2cc(C(=O)Nc3cc(F)ccc3F)sc2c2ccccc21 | 1% | 0%
COc1ccc(-c2noc(CN(C(=O)c3cc(OC)c(OC)cc3OC)C(C)C)n2)cc1 | -5% | 2%
CCOC(=O)C1=C(CN2CCN(c3ccc(OC)cc3)CC2)NC(=O)NC1c1ccc(Cl)cc1 (stereo unspecified) | -8% | -40%
CCOC(=O)c1cc(OC(=O)c2cc(OC)c(OC)c(OC)c2)n(-c2ccccc2)n1 | -13% | -2%
COc1ccc2c(c1)c1c(c(=O)n(-c3cccc(Cl)c3)c(=O)n1CC(=O)N1CCCC1)n2C | -1% | 7%
COc1ccc(-c2noc(CSc3nc4ccccc4[nH]3)n2)cc1 | 2% | 0%
CCn1cc(C(=O)N2CCN(c3ccccc3)CC2)c(=O)c2cc(S(=O)(=O)N(C)C3CCCCC3)ccc21 | u | 11%
CCOc1ccc(CCNC(=O)c2cc3c(=O)[nH]c4ccc(C)cc4c3s2)cc1OCC | 3% | 6%
Cc1ccc(Nc2nc(-c3ccccc3)nc3ccccc23)cc1 | 0% | -19%
COc1ccc(OC)c(CNC(=O)c2cc(S(=O)(=O)N3CCC(C)CC3)cn2C)c1 | -6% | -12%
CCC(C(=O)N1CCN(c2cc(C)ccc2C)CC1)n1nc(C)n2c(cc3occc32)c1=O (stereo unspecified) | -2% | -25%
CCC(=O)N1CCc2cc(CNC(=O)Nc3ccccc3Cl)ccc21 | -15% | 0%
O=c1c2sc3ccccc3c2n(Cc2ccccc2F)c(=O)n1Cc1ccccc1 | 2% | -2%
COc1ccc(C(=O)N2CCN(Cc3cc(=O)n4nc(-c5ccccc5C)sc4n3)CC2)cc1OC | -3% | 0%
CC1CCCN(c2nc(-c3ccccc3O)nc3ccccc23)C1 (stereo unspecified) | -1% | -41%
COc1cc(-c2nnc(SCCOc3ccccc3)o2)cc(OC)c1OC | 6% | 0%
COc1cc(OC)c(NC(=O)CSC2=Nc3ccccc3N=C(c3ccc(F)cc3)C2)cc1Cl | 0% | 0%
COc1ccc(S(=O)(=O)N(CC(=O)N2CCC(C)CC2)c2ccc(C)cc2)cc1 | -15% | 0%
Cc1cccc(CN2CCC(CNC(=O)c3c(C)oc4ncnc(N5CCCCC5)c34)CC2)c1 | -1% | 3%
Cc1ccc(-c2nnn3c2nc(NC2CCC(C)CC2)c2ccccc23)cc1 (stereo unspecified) | -13% | -39%
CN(C)S(=O)(=O)c1ccc2c(c1)N(CC(=O)Nc1cccc(C(F)(F)F)c1)C(=O)CS2 | -1% | -6%
Cc1ccccc1NC(=O)Cn1c(=O)n(CCc2ccccc2)c(=O)c2sc3ccccc3c21 | 0% | -5%
CC(=O)Nc1ccc2nc(SCCOc3ccccc3Cl)sc2c1 | u | 0%
Cc1ccccc1OCCSc1nc2ccc(NC(=O)c3cccc(F)c3)cc2s1 | 2% | -19%
COC(=O)c1ccc(NC(=O)CSc2nc(=O)n(Cc3ccco3)c3c2CCC3)cc1 | -13% | -1%

Structure | FLuc counter | BRCA1 expr up
CCc1ccccc1NC(=O)c1cc2c(Cl)nc3ccccc3c2s1 | 6% | 14%
CC(=O)Nc1ccc(NC(=O)c2c(-c3ccccc3)noc2C)cc1 | -7% | -5%
Cc1cc(C(F)F)n2nc(C(=O)Nc3cc(Cl)ccc3C)nc2n1 | 2% | 2%
O=C(CSc1cn(CCNC(=O)c2ccccc2F)c2ccccc12)Nc1ccc(F)cc1 | -18% | -1%
O=C(O)c1ccc(CNCc2ccccc2Cl)s1 | -17% | 17%
COc1ccccc1-c1noc(-c2ccc(N3CCC(C)CC3)c([N+](=O)[O-])c2)n1 | u | 77%
CC(C(=O)Nc1ccccc1C(F)(F)F)n1nc(-c2ccccc2)c2c(c1=O)CCCC2 (stereo unspecified) | -13% | -33%
Cc1ccccc1-c1noc(-c2ccc(NCc3ccco3)c([N+](=O)[O-])c2)n1 | u | 0%
Cc1ccc(CN(Cc2ccco2)C(=O)COc2ccc(Cl)cc2Cl)cc1 | -16% | -50%
O=C(Cn1nnc(-c2cccc(C(F)(F)F)c2)n1)NCc1ccc(F)cc1 | -1% | 6%
CCOC(=O)c1c(N)n(-c2ccc(CC)cc2)c2nc3ccccc3nc12 | 4% | -6%
CCN(Cc1ccccc1)S(=O)(=O)c1ccc2[nH]c3c(c2c1)CCCCC3 | 0% | -44%
CCOc1ccc(Nc2ncnc3c2nc2n3CCCCC2)cc1 | -18% | 12%
Cc1ccc(NC(=O)C2CCN(c3nnc(-n4cccc4)s3)CC2)cc1Cl | -5% | 17%
O=C1CC(c2ccc(F)cc2)c2c(c3ccccc3[nH]c2=O)O1 (stereo unspecified) | -15% | 1%
COc1ccc2c(c1)c(=O)c(S(=O)(=O)c1ccc(C)c(C)c1)cn2CC(=O)Nc1ccccc1 | 0% | -25%
COc1ccc(-c2cc3nc(C)c(CCC(=O)N4CCN(c5ccccc5)CC4)c(C)n3n2)c(OC)c1 | 4% | 13%
CCOc1ccccc1C(=O)NC1(C(F)(F)F)NC(=O)N(CCc2ccc(OC)c(OC)c2)C1=O (stereo unspecified) | -18% | -21%
CN(C)S(=O)(=O)c1ccc(C(=O)NC2CC(=O)N(c3ccc4c(c3)OCCO4)C2)cc1 (stereo unspecified) | 1% | 10%
Cc1ccccc1C(=O)OCc1cc(=O)n2nc(C3CCCCC3)sc2n1 | -15% | 0%
Cc1ccc(NC(=O)Nc2cn(C)c(=O)c3ccccc23)c(Cl)c1 | 1% | -23%
CCOc1ccc(N(CC)C(=O)c2cc3c(=O)oc4ccccc4c3s2)cc1 | -2% | 7%
Cc1cccc(N2CCN(c3ccc(C(=O)O)cc3NC(=O)c3cccc(Cl)c3)CC2C)c1 (stereo unspecified) | u | 4%
CCc1ccc(-n2c(=O)c3c4c(sc3n(CC(=O)NC(C)CC)c2=O)CCCC4)cc1 (stereo unspecified) | -5% | 1%
COc1ccccc1CNC(=O)c1cc2sccc2n1Cc1ccc(Cl)cc1 | 3% | 3%

Structure | FLuc counter | BRCA1 expr up
Cc1ccc2nc(-c3ccc(Cl)c(NC(=O)c4cccc([N+](=O)[O-])c4C)c3)oc2c1 | -20% | 4%
CC(=O)c1cccc(NC(=O)c2c(C)nn(-c3ccc(F)cc3)c2-n2cccc2)c1 | -4% | 11%
COC(=O)C1=C(c2ccccc2)c2ccccc2S(=O)(=O)N1CC(=O)Nc1ccc(F)c(F)c1 | -8% | -30%
Cc1ccc(C)c(N2CCN(C(=O)c3cc4c(=O)oc5ccccc5c4s3)CC2)c1 | 1% | -9%
O=C(Cn1c(=O)ccc2cc(S(=O)(=O)N3CCCC3)ccc21)NCc1ccc(F)cc1 | -1% | 3%
O=S(=O)(Nc1cccc(C(F)(F)F)c1)c1ccc(-c2cnc(C3CC3)o2)cc1 | u | -47%
COc1ccc(N2CC(NC(=O)c3ccc(S(=O)(=O)N4CCOCC4)cc3)CC2=O)cc1OC (stereo unspecified) | -5% | 4%
CCOC(=O)c1ccc2c(c1)N(CC(=O)N(C)c1ccccc1)C(=O)c1ccccc1S2 | -7% | -10%
COc1cc(-c2noc(-c3ccc(NCc4cccnc4)c([N+](=O)[O-])c3)n2)cc(OC)c1OC | u | -1%
COc1ccc(CCNC(=O)c2ccc3c(c2)N(Cc2ccccc2F)C(=O)c2ccccc2S3=O)cc1OC (stereo unspecified) | -6% | -33%
Cc1cccc(N2CCN(C(=O)c3cn(C)c4ccc(S(=O)(=O)N(C)C)cc4c3=O)CC2C)c1 (stereo unspecified) | 0% | 7%
CCOc1ccc(-c2nnc(SCC(=O)NCc3ccccc3Cl)o2)cc1 | 17µM* | 0%
CCOC(=O)c1c(C)c(-c2ccccc2)n(CC(=O)NCCc2ccc(C)cc2)c1C | -1% | 5%
COC(=O)c1scc(-c2ccccc2)c1S(=O)(=O)Nc1ccccc1 | -5% | 9%
COc1ccc(CNC(=O)c2ccc3c(c2)N(Cc2ccccc2F)C(=O)c2ccccc2S3=O)cc1 (stereo unspecified) | 2% | 0%
CCc1ccccc1NC(=O)c1ccc2c(SCC(=O)O)c3c(nc2c1)CCC3 | u | 5%
O=C(Nc1cccc(F)c1)c1ccc2snnc2c1 | 1% | 8%
COC(=O)c1ccccc1NC(=O)c1ccc2c(Cl)c3c(nc2c1)CCCC3 | 12µM* | 12%
